# Growth percent in the NCI-60 one-dose screen (48 h, 10 µM unless noted): 100 = growth as untreated, 0 = no growth, -100 = all killed.
# HOP-92: HOP-92 NSCLC cells | 6.3% of 71,000 active
# MDA-MB-435: MDA-MB-435 melanoma. 7.8% of 82,000 active
# K-562: K-562 leukemia | AID 1794777 | 7.4% of 78,000 active
# CCRF-CEM: CCRF-CEM leukemia. 7% of 77,000 active. AID 1794778
# MOLT-4: MOLT-4 leukemia cells. 6.9% of 80,000 active
# HOP-62: HOP-62 NSCLC | 3.9% of 80,000 active | AID 1794735
# SR: SR leukemia cells. 8.7% of 73,000 active. AID 1794780
# RPMI-8226: RPMI-8226 leukemia cells | 7.5% of 77,000 active | AID 1794781
# Active calls of the source: *; / = not tested or not shown; & = joins results of further samples. Rule for the calls: active = growth percent below 10; inactive = the rest. Random draw from the library; about 14% have a hit in one of these screens.
SMILES,HOP-92,MDA-MB-435,K-562,CCRF-CEM,MOLT-4,HOP-62,SR,RPMI-8226
Cc1cccc(OC(=O)Oc2cccc(C)c2)c1,/,105.2,110.1,93.1,110.9,98.2,112.5,133.5
CC(=O)ON(C(C)=O)c1ccc(C(N)=O)cc1,85.0,99.2,97.5,105.5,96.9,98.0,118.7,110.0
Cc1nnc(N2CCN(c3ccccn3)CC2)c2ccccc12,119.1,99.6,101.0,102.1,96.1,99.8,92.1,103.8
Cc1nn(-c2ccccc2)c2c1C(c1cc3c(cc1[N+](=O)[O-])OCO3)C(C#N)=C(N)O2 (stereo not given),101.2,105.8,90.5,100.0,102.7,103.6,95.9,106.7
COc1ccc(NC(=O)c2c(Nc3ccccc3)nn3c(-c4ccc(Cl)cc4)c(-c4nc5ccccc5s4)c(N)nc23)cc1,95.0,105.3,107.2,97.1,112.5,/,101.9,102.2
O=C(O)c1cn(C2CC2)c2cc(N3CCN(S(=O)(=O)c4ccc(Cl)cc4Cl)CC3)c(F)cc2c1=O,92.1,96.9,91.0,81.0,75.9,88.2,82.3,78.7
COc1cc2c3c(c1OC)-c1cc4c(cc1CC3OCC2)OCO4 (stereo not given),106.4,102.6,92.5,88.3,89.6,90.5,91.5,82.1
Cc1c(-c2nnc(SCCc3ccccc3)n2Cc2ccccc2)nn(-c2ccc(Cl)cc2Cl)c1-c1ccc(Cl)cc1,96.5,90.0,59.1,/,64.6,87.5,46.4,74.8
CN(C)S(=O)(=O)c1ccc(N)c([N+](=O)[O-])c1,91.1,108.2,127.8,106.2,138.0,103.4,121.8,112.7
Cc1ccc(S(=O)(=O)Nn2c(C)ccc(-c3nc4ccccc4s3)c2=O)cc1,100.1,100.1,97.0,100.8,103.8,98.1,101.7,101.8
CCNC(=O)CSc1nc2ccccc2c(=O)n1-c1ccc(S(=O)(=O)Nc2ccc(Cl)nn2)cc1,116.7,103.6,108.7,111.1,108.8,106.2,104.1,106.9
O=C1/C(=C/c2cc3ccccc3[nH]c2=O)CCC/C1=C\c1cc2ccccc2[nH]c1=O,112.3,93.6,73.4,40.9,54.9,100.1,44.4,88.0
CCCCCCCCCCCCCCCCCC(=O)Oc1ccc2ccccc2c1,102.8,107.7,83.7,111.0,109.6,79.7,111.0,100.4
CCCCCCCCCCCCCCCc1cccc(O)c1,106.9,/,114.2,41.7,/,112.2,97.9,98.5
Cc1cccc(C)c1I,72.0,104.0,106.5,98.3,99.8,99.3,95.6,96.3
COc1ccc(-c2nn(CC(=O)N3CCOCC3)c3ncnc(N)c23)cc1,108.1,108.6,110.0,105.3,105.4,102.5,110.7,104.0
COc1ccc(-c2nc(SCC(=O)Nc3nc4ccc(C)cc4s3)[nH]c(=O)c2C#N)cc1OC,101.6,100.5,94.4,110.2,99.4,74.8,75.2,109.7
COc1ccc(CSc2ncnc3nc[nH]c23)cc1,108.0,83.9,76.0,97.5,92.7,93.1,82.3,101.5
CCCCCCCCCCCCCC[n+]1ccccc1,-50.8*,-87.6*,0.8*,-42.2*,-51.9*,-62.0*,-22.6*,-57.0*
O=C1COCCN1c1ccc(Nc2nc(Cl)nc(N3CCOCC3)n2)cc1,85.8,99.5,100.2,97.0,96.3,97.9,88.9,98.9
COc1ccc(C2=CN3CC=CCC3CC2=O)cc1 (stereo not given),92.1,106.3,105.0,108.0,95.0,87.8,90.3,97.9
O=C(N/N=C/c1ccccc1[N+](=O)[O-])c1cc(-c2nc3ccccc3[nH]2)nc2ccccc12,63.7,92.9,71.3,77.0,74.6,89.1,83.4,65.6
COc1ccc(C(=O)N2CCN(C(C)=O)C2=O)cc1OC1CCCC1,103.1,104.5,96.8,115.9,108.6,103.0,111.0,112.8
O=C1/C(=C/c2cccc(Cl)c2)Cc2ccccc21,81.6,100.9,76.5,/,87.9,96.6,/,89.5
COc1ccc(C(=O)/C=C/c2c(Cl)nc3c(c(C)nn3-c3ccccc3)c2-c2ccc(Cl)cc2)cc1,86.2,104.8,94.0,91.6,88.3,116.6,/,97.3
CC1=CC(=O)OC1C/C=C(\C)CCC1[C@@]2(C)CCC[C@@](C)(C(=O)O)C2CC[C@@]1(C)O (stereo not given in full),/,16.7,28.4,70.2,114.3,51.7,33.2,24.3
CC(=O)c1nn(-c2ccccc2)c(=Nc2ccccc2)cc1C,55.2,112.0,97.3,/,94.3,91.7,99.3,100.2
COc1ccc(-c2nn(C(=O)NCCN3CCN(C(C)=O)CC3)cc2-c2ccncc2)cc1Cl,/,88.3,101.8,93.0,96.0,32.7,64.7,/
O=[N+]([O-])c1ccc(Cc2nc3ccccc3s2)cc1,96.4,108.0,105.1,98.2,95.8,90.6,98.9,101.7
O=C(C[n+]1cccc(Br)c1)c1cccc([N+](=O)[O-])c1,90.9,110.0,104.4,101.1,100.8,101.4,97.3,99.4
CC(=O)NNc1ccc2nnc(-c3ccc(Br)cc3)n2n1,102.7,94.6,95.5,40.1,92.3,82.5,/,91.7
COC(=O)Cc1[nH]cnc1C(=O)OC,99.9,108.6,102.4,98.8,97.9,101.8,108.3,99.5
CCCCc1cn(CC(=O)N2c3ccccc3Sc3ccc(C(F)(F)F)cc32)nn1,90.9,105.0,89.4,88.3,80.0,/,96.3,82.1
Cc1ccc(S(=O)(=O)NC(CCC(=O)Nc2ccccc2)C(=O)Nc2ccccc2)cc1 (stereo not given),-45.2*,-1.3*,3.9*,5.4*,8.8*,/,4.7*,-17.1*
COC(=O)c1c(NC(=O)c2cc(C)oc2C)sc(C)c1C,93.6,99.8,101.3,100.5,97.6,87.6,89.7,94.2
O=C(Oc1c2c(nc3c1c1ccccc1n3Cc1ccccc1)-c1ccccc1C2)c1ccccc1Cl,98.0,102.5,96.3,95.5,92.0,73.3,83.4,85.6
O=C(CC12CC3CC(CC(C3)C1)C2)NCCOCCOCCOCCNC(=O)c1cc2c(o1)C(=O)c1ccccc1C2=O,27.6,-96.8*,2.1*,13.0,7.2*,-49.7*,7.1*,/
O=C1Nc2ccccc2/C1=N/n1c(N/N=C/c2cccc3c2oc2ccccc23)n[nH]c1=S,108.5,100.8,110.5,/,102.0,80.4,99.1,107.5
C=C(C)[C@@H]1CC[C@]2(C(=O)O)CC[C@]3(C)[C@H](CC[C@@H]4[C@@]5(C)C[C@@H](CC#Cc6ccccc6)C(=O)C(C)(C)[C@@H]5CC[C@]43C)[C@@H]12,48.2,66.8,16.9,24.9,22.3,32.5,38.0,15.3
CCOC(=O)c1ccc2c(c1)n([O-])c(C(=O)Nc1ccccc1)c(-c1ccccc1)[n+]2=O,68.1,98.6,72.1,85.5,57.7,125.9,69.2,64.0
CC(C)NS(=O)(=O)c1cccc(-c2ccc3c(=O)n(CCCN(C)C)c4c(c3c2)C(=O)c2ccccc2-4)c1,91.3,100.5,73.1,87.2,68.4,87.6,47.1,100.0
CCOC(=O)CCCC(=O)OCC,100.7,106.2,100.8,110.1,101.3,/,102.4,113.0
N#CC1C(C#N)C2c3ccccc3C=CN2C1C(=O)c1ccc(Br)cc1 (stereo not given),95.8,100.1,99.8,99.2,101.5,97.7,99.9,109.7
CC1(C)CC(=O)C=C(Nc2ccc(O)cc2)C1,99.4,88.6,115.3,95.9,97.7,97.9,94.3,101.0
O=C(NNC(=O)c1cc2oc(-c3cccc(C(F)(F)F)c3)cc2[nH]1)c1ccccc1,21.4,93.3,84.0,93.1,84.5,99.3,44.4,98.1
O=[N+]([O-])c1cc(Cl)ccc1Nc1cccc(F)c1,80.9,101.9,86.3,95.7,83.4,95.0,/,94.4
O=C(COc1cccc(/C=C2\Cc3ccc(Cl)cc3C2=O)c1)c1ccc(Cl)cc1,96.6,101.1,82.5,104.3,83.5,96.7,98.0,90.6
CCCCNC(=O)Oc1ccc(/C(=C(/C)Cc2ccc(OC)cc2)c2ccc(OCCN(CC)CC)cc2)cc1,52.6,66.8,3.8*,49.3,48.3,91.5,16.7,66.3
COc1cccc(Cn2c(-c3nonc3NC(C)=O)nc3ccccc32)c1,29.6,-35.0*,13.9,41.0,38.7,38.9,16.3,28.4
COc1ccc(C=C(C(C)=O)C(C)=O)cc1,92.9,105.0&96.3,111.3&97.3,100.9&109.0,64.2&101.6,106.9,88.2,96.5&108.2
OC1CCN(Cc2ccccc2)CC1,88.4,101.6,119.8,100.2,105.5,78.9,104.8,94.2
NC(N)=N/N=C/c1ccc(C(=O)O)cc1,98.6,109.7,/,92.2,/,102.8,/,97.2
COc1ccc(/C=c2/c(=O)[nH]c3nc4sc(C)c(C)c4c(=O)n23)cc1,92.6,86.8,81.6,66.9,62.3,100.1,53.9,82.9
CCOC(=O)c1ccc2c(c1)nc(C)n2-c1cc(C(C)(C)C)[nH]n1,87.8,99.3,85.9,88.5,78.1,99.9,91.0,95.8
COc1ccc(/C(O)=C/c2nc3nonc3nc2-c2ccc(OC)cc2)cc1,/,94.8,104.2,91.0,92.0,91.4,99.0,/
C=C1c2c(Cl)ccc(O)c2C(O)=C2C(=O)[C@]3(O)C(O)=C(C(N)=O)C(=O)[C@@H](N(C)C)[C@@H]3[C@@H](O)[C@H]12,-37.3*,12.7,3.7*,4.5*,-11.5*,9.4*,-9.0*,13.2
Cc1nn2c(/C=C3/C(=O)Nc4ccc(Cl)cc43)c(-c3ccccc3)nc2s1,-5.9*,44.4,56.7,50.7,57.2,-19.8*,-12.7*,23.7
O=[N+]([O-])c1ccc(/C=C/C=C/c2ccccc2)c(Cl)c1,84.4,99.5,91.8,90.7,86.4,104.9,95.2,87.6
O=C1NCC(Nc2ccc(Br)cc2)C(=O)N1 (stereo not given),78.2,114.6,108.4,103.7,95.7,87.5,97.9,94.1
Cn1cncc1CC1COC(=O)C1C(O)c1ccccc1 (stereo not given),91.8,101.7,106.3,96.4,97.4,83.2,104.8,110.2
# Following part.
SMILES,HOP-92,MDA-MB-435,K-562,CCRF-CEM,MOLT-4,HOP-62,SR,RPMI-8226
CCCCCCSc1ccc(C)cc1,91.1,100.9,119.8,95.5,115.8,94.4,112.9,97.5
Cc1nnc(/N=C2\NC(=O)/C(=C/c3ccc(O)cc3)S2)s1,92.2,93.6,83.7,95.6,73.1,74.2,93.1,96.1
CC/C(=C(/c1ccc(O)cc1)c1ccc(OCCN(C)C(=O)COCCNC(=O)c2ccc3c(c2)CN([C@@H]2CCC(=O)NC2=O)C3=O)cc1)c1ccccc1,62.4,102.8,/,71.4,/,103.7,/,93.3
CCOC(=O)C(CC(c1ccccc1)N1CCOCC1)[N+](=O)[O-] (stereo not given),93.6,106.9,88.8,58.9,75.5,99.4,84.1,92.0
N#Cc1c(-c2ccc(Cl)cc2Cl)c(C#N)c(=O)n(-c2nccs2)c1N,68.8,104.0,113.6,103.2,107.5,91.3,88.3,109.8
N#CC1=C(N)n2nc(-c3ccncc3)nc2NC1c1cccc2ccccc12 (stereo not given),40.4,88.1,80.9,87.7,86.4,88.2,80.3,74.9
O=C(O)c1cn(C2CC2)c2cc(N3CCN(C(=O)c4ccccc4)CC3)c(F)cc2c1=O,96.9,105.7,96.4,99.0,86.9,97.6,107.5,98.9
C/C(=N/NS(=O)(=O)c1ccc([N+](=O)[O-])cc1)c1ccc(C)cc1,94.4,116.0,101.5,103.3,92.7,113.3,/,104.7
C[C@@]1(CO)[C@H](O)CC[C@@]2(C)[C@H]1CC[C@H]1C[C@@H]3C[C@@]12CC[C@@]3(O)COC(=O)CN,45.4,55.1,34.2,32.8,28.2,37.6,18.9,43.0
O=c1ccc2ccc(OCc3cn(CC(O)CO)nn3)cc2o1 (stereo not given),109.1,107.7,107.1,82.0,95.7,104.1,87.6,110.6
O=C(O)C(CCS)(c1ccccc1)c1ccccc1,70.6,109.6,103.6,105.0,113.6,106.7,/,98.5
CCOC(=O)C(CO)C1CCCC1 (stereo not given),103.1,99.7,123.8,/,/,99.7,98.9,/
CCNc1nc(C(F)(F)F)nc2c1sc(=S)n2-c1ccccc1,/,112.8,102.6,/,81.8,/,83.5,/
COc1cc(-c2nnc(-c3cc4cc(OCc5ccccc5)ccc4nc3OC)o2)cc(OC)c1OC,74.6,92.2,84.4,93.0,77.7,82.1,/,73.9

# Arranged by molar mass (high to low): 11 of the compounds above
SMILES,HOP-92,MDA-MB-435,K-562,CCRF-CEM,MOLT-4,HOP-62,SR,RPMI-8226
CC/C(=C(/c1ccc(O)cc1)c1ccc(OCCN(C)C(=O)COCCNC(=O)c2ccc3c(c2)CN([C@@H]2CCC(=O)NC2=O)C3=O)cc1)c1ccccc1,62.4,102.8,/,71.4,/,103.7,/,93.3
COc1ccc(C(=O)/C=C/c2c(Cl)nc3c(c(C)nn3-c3ccccc3)c2-c2ccc(Cl)cc2)cc1,86.2,104.8,94.0,91.6,88.3,116.6,/,97.3
COc1cc(-c2nnc(-c3cc4cc(OCc5ccccc5)ccc4nc3OC)o2)cc(OC)c1OC,74.6,92.2,84.4,93.0,77.7,82.1,/,73.9
O=C(O)c1cn(C2CC2)c2cc(N3CCN(C(=O)c4ccccc4)CC3)c(F)cc2c1=O,96.9,105.7,96.4,99.0,86.9,97.6,107.5,98.9
CCCCCCCCCCCCCCCCCC(=O)Oc1ccc2ccccc2c1,102.8,107.7,83.7,111.0,109.6,79.7,111.0,100.4
C[C@@]1(CO)[C@H](O)CC[C@@]2(C)[C@H]1CC[C@H]1C[C@@H]3C[C@@]12CC[C@@]3(O)COC(=O)CN,45.4,55.1,34.2,32.8,28.2,37.6,18.9,43.0
CCOC(=O)C(CC(c1ccccc1)N1CCOCC1)[N+](=O)[O-] (stereo not given),93.6,106.9,88.8,58.9,75.5,99.4,84.1,92.0
Cn1cncc1CC1COC(=O)C1C(O)c1ccccc1 (stereo not given),91.8,101.7,106.3,96.4,97.4,83.2,104.8,110.2
O=[N+]([O-])c1cc(Cl)ccc1Nc1cccc(F)c1,80.9,101.9,86.3,95.7,83.4,95.0,/,94.4
NC(N)=N/N=C/c1ccc(C(=O)O)cc1,98.6,109.7,/,92.2,/,102.8,/,97.2
COC(=O)Cc1[nH]cnc1C(=O)OC,99.9,108.6,102.4,98.8,97.9,101.8,108.3,99.5

# Source: PubChem (NCI)
